Bioassay records deposited in PubChem by The Scripps Research Institute Molecular Screening Center.
SIAE primary – blocks human sialic acid acetylesterase; Q9HAT2; SIAE FP-Rh probe binding, fluorescence polarization; inhibition, % at 9.66 µM; actives 0.69% (n = 370,000);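 active = inhibition above a cutoff: mean of compounds within the control limits plus 3 SD of those, cut at about 17% in these data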;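 note: 0% = plate median of compound wells and 100% = probe without SIAE protein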
Target sequence (Q9HAT2 whole entry, looked up): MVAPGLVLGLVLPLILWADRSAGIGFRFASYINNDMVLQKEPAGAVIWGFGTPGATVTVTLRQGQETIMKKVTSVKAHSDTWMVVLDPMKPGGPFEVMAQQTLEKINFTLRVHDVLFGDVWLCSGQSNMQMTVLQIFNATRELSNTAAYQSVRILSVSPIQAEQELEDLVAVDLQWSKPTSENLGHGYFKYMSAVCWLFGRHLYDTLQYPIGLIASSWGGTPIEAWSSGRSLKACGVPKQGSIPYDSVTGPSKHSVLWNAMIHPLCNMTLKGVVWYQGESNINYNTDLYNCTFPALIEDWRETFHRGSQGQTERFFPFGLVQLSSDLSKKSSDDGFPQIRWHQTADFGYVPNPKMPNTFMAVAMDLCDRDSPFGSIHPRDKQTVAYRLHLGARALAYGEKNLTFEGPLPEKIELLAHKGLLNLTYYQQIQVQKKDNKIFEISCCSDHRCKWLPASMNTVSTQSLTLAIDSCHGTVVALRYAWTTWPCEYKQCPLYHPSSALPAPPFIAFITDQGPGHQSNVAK
DDE Tn7 FP inh – disrupts Tn7 cyclic peptide binding to fibrin D-Dimer-E complex. P02675. FP displacement of FITC-Tn7 peptide from fibrin DD(E); 0% = median of compound wells per plate. inhibition, % at 8.3 µM. actives 0.13% (n = 370,000);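 active = inhibition above the mean of compounds falling within the control limits plus 3 SD of them, cut at about 14% in these data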;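 note: 0% = plate median of compound wells and 100% = 10 µM Aha-Tn7 peptide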
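Assay system: human fibrin DD(E). Input: DD(E) 2 µM final. Medium: Tris buffer with calcium and detergent, pH 7.8. Compound dosing: single point at 8.3 µM. Timing: 10 min plus 3 h, room temperature. Technique: fluorescence polarization of the labelled Tn7 tracer. Read-out: percent inhibition. Replicates: singlicate testing.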
LEDGF integ inh – blocks HIV-1 LEDGF/p75-dependent DNA integration; TR-FRET IN-LEDGF/p75 DNA integration, Eu/Cy5; inhibition, % at 3.7 µM; actives 0.64% (n = 370,000); AID 743269;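 active = inhibition above the screen-wide mean plus 3 SD, cut at about 13% in these data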;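 note: signal is the Cy5 over europium emission ratio at 671 and 618 nm; 0% = plate median of compound wells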
DDE Tn6 FP inh – DD(E)-Tn6 binding inhibition, primary FP screen; P02675; Fibrin DD(E) TRITC-Tn6 fluorescence polarization displacement; inhibition, % at 8.3 µM; actives 0.21% (n = 370,000);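 active = inhibition above a per-campaign cutoff: mean of compounds within control limits plus 3 SD, cut at about 15% in these data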;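 note: 0% = median of all compound wells on the plate and 100% = blocking peptide control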
UHRF1 binding – blocks human UHRF1 binding to methylated DNA; Q96T88; UHRF1 binding to methylated oligo, TR-FRET; inhibition, % at 4.4 µM; actives 0.75% (n = 370,000); in the data active = inhibition above about 21%;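 note: UHRF1 SRA domain binding a hemimethylated CpG hairpin DNA probe; 0% = median of test compound wells and 100% = reference inhibitor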
TCR-CD3 inh – human TCR-CD3 binding inhibition; TAMRA-labeled TCR probe fluorescence, biochemical; inhibition, % at 9.4 µM; actives 0.37% (n = 360,000); AID 651800; in the data active = inhibition above about 19%;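 note: recombinant mutant TCR 2C K166C tagged with TAMRA read by polarization; 0% = receptor in buffer alone and 100% = receptor with positive control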
PRMT1 FP inh – inhibitors of human PRMT1 | recombinant PRMT1, activity-based probe fluorescence polarization | Q99873 | actives 1.3% (n = 370,000) | inhibition, % at 2.79 µM;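 active = inhibition above about 21% made by adding two undisclosed values, limit read from the data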
MBD2 inh – MBD2-methylated oligo binding inhibition; Q9UBB5; TR-FRET, MBD2 binding to methylated oligonucleotide; inhibition, % at 4.4 µM; actives 0.31% (n = 370,000); in the data active = inhibition above about 13%
TDP2 inh – blocks human TDP2 phosphodiesterase activity. recombinant TDP2, T5PNP hydrolysis, p-nitrophenol absorbance 415 nm. inhibition, % at 12.8 µM. actives 0.34% (n = 370,000). AID 720702;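 active = inhibition above the mean of all tested compounds plus 3 SD, set per campaign, cut at about 25% in these data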;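 note: 0% = DMSO with enzyme and 100% = buffer with substrate but no TDP2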
Target sequence (O95551 whole entry, looked up): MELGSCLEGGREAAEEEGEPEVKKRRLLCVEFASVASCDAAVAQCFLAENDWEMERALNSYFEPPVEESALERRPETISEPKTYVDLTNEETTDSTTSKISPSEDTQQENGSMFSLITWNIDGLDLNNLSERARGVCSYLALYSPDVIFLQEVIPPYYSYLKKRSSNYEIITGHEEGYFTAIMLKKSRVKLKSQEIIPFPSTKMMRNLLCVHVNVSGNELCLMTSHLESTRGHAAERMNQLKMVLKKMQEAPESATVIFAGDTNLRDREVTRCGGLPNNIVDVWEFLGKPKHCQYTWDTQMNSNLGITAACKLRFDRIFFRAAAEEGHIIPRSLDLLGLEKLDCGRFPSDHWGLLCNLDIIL
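System – recombinant human TDP2 · Amount – 120 nM TDP2 per well · Buffer or medium – Mg2+-containing Tris-HCl buffer, pH 7.5 · Reagent – T5PNP substrate, 5 mM · Dosing – 12.8 µM single point, 1% DMSO · Incubation – 2 h at 37 °C · Measured by – epi absorbance · Read-out basis – percent inhibition · Benchmarks – high control without enzyme, low control DMSO plus TDP2 · Repeats – singlicate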
proKLK7 act – activates the human kallikrein-7 zymogen | purified proKLK7, EDANS-DABCYL substrate fluorescence; 100% is mature enzyme control, 0% vehicle | activation, % at 7 µM | AID 652039 | actives 0.9% (n = 370,000);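 active = activation above the mean of all tested compounds plus 3 SD, computed per campaign excluding outliers beyond control limits, cut at about 13% in these data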
Starred values were filed as active, the others as inactive; / = not tested or not shown.

SMILES | SIAE primary | DDE Tn7 FP inh | LEDGF integ inh | DDE Tn6 FP inh | UHRF1 binding | TCR-CD3 inh | PRMT1 FP inh | MBD2 inh | TDP2 inh | proKLK7 act
COc1ccccc1/C=C/C1=NC(=C\C=C/c2ccccc2)/C(=O)O1 | -4 | -3 | 2 | -4 | 5 | -2 | 0 | -2 | 4 | -0.5
COc1cccc(CNc2ncnc3cc(Cl)ccc23)c1 | -2 | 2 | 3 | 6 | -1 | 2 | -2 | 1 | 12 | -0.3
O=C(CSc1ncn[nH]1)Nc1ccc(S(=O)(=O)Nc2ncccn2)cc1 | -3 | 5 | -1 | 10 | 2 | 6 | 2 | -2 | -4 | -0.3
C#Cc1ccc([C@H]2C=C(C(=O)N3CCN(Cc4ccccc4)CC3)O[C@@H](OCc3ccc(CO)cc3)C2)cc1 | -12 | 1 | 0 | -5 | 6 | 3 | 4 | 4 | -1 | -0.2
CN(C)CCN(Cc1ccccc1)S(=O)(=O)c1csc(C(N)=O)c1 | 10 | 1 | 1 | -1 | 1 | 2 | 0 | -4 | 4 | -0.1
CC1CCCN(c2nc3c(c(=O)n(C)c(=O)n3C)n2CCSc2nc3ccccc3o2)C1 (stereo unspecified) | -4 | -4 | -2 | 2 | -1 | -3 | 0 | 3 | 5 | -0.7
Cc1ccc(C2(C)NC(=O)N(CC(=O)NNC(=O)c3cc(C)oc3C)C2=O)cc1 (stereo unspecified) | 3 | 3 | -2 | -4 | -2 | -3 | 1 | 5 | 0 | -0.1
CC(=O)Nc1ccc(OCC(O)CN2C(C)(C)CC(O)CC2(C)C)cc1 (stereo unspecified) | -8 | -1 | 3 | 5 | 7 | 0 | 1 | -2 | -10 | -0.2
Nc1c(C(=O)c2ccccc2)oc2ccc(Br)cc12 | -2 | 7 | -1 | 3 | 0 | 0 | 1 | 1 | 9 | -7.9
CCCC(NC(=O)COc1cc2c(c3oc(=O)c(C)c(C)c13)CCC(C)(C)O2)C(=O)O (stereo unspecified) | -10 | 4 | 0 | 7 | 0 | 6 | -3 | 1 | 4 | -1.7
CCOc1ccc(N2C(=O)CC(Sc3nc(-c4cccs4)cc(C(F)(F)F)c3C#N)C2=O)cc1 (stereo unspecified) | 0 | 3 | -1 | 6 | -2 | -1 | 9 | -2 | -8 | -3.2
COc1cc(CN2C(=S)NC(C)(C)CC2(C)O)cc(OC)c1 (stereo unspecified) | 2 | -5 | 4 | 2 | 4 | -1 | 0 | 1 | -5 | -0.7
Cc1cc(C)c(NC(=O)CCCN2CCCC2)c(C)c1 | -10 | 3 | -1 | -7 | 7 | 2 | 7 | 10 | 3 | -0.4
Cc1ccc(-c2nc3ccc(Cl)cn3c2Cc2cccc(Cl)c2)cc1 | 7 | -4 | 6 | 1 | -1 | -2 | 1 | 0 | 7 | 0.3
O=C(O)COc1ccccc1/C=N/NC(=O)c1cc(-c2ccc(F)cc2)nc2ccccc12 | -8 | 7 | -1 | 1 | -2 | 3 | 2 | 1 | -1 | 0.3
Cc1ccc(C)c(N2CCN(C(c3ccncc3)c3nnnn3Cc3ccccc3)CC2)c1 (stereo unspecified) | 8 | -1 | 0 | 3 | -2 | -4 | 3 | -3 | 5 | -0.4
CCOc1ccc(CCN2CN(CC)CNC2=S)cc1OCC | 0 | -7 | 2 | 2 | -1 | -4 | -4 | -1 | 1 | -0.4
CCNC(=S)N1CCn2cccc2C1c1ccc(F)cc1 (stereo unspecified) | 6 | 1 | 0 | 4 | -5 | 2 | 1 | 3 | 6 | 0.3
Cc1ccc(N(CCC#N)C(=O)COC(=O)c2cc(C)no2)cc1 | -2 | 3 | 1 | 3 | 10 | -1 | 2 | 3 | 1 | -0.2
Cc1ccc(S(=O)(=O)N2[C@@H](c3ccc(F)cc3)C(C(=O)O)=CC[C@H]2c2cccs2)cc1 | -1 | 0 | 5 | 0 | -1 | -1 | 0 | 2 | 0 | 0.8
CNCC(C)COc1ccccc1OCc1ccccc1 (stereo unspecified) | 2 | 8 | -2 | 6 | -6 | 5 | -3 | -5 | 10 | -0.5
Cn1ncc2cc3c(Nc4ccc(Cl)cc4)cccc3nc21 | 2 | 0 | 0 | 4 | -3 | 11 | -3 | -6 | -3 | 0.2
Cc1ccc2occ(C(c3nnnn3Cc3ccccc3)N3CCOCC3)c(=O)c2c1 (stereo unspecified) | 3 | -11 | -6 | 5 | 2 | 0 | 1 | 3 | -9 | -0.1
CCCCNC(=S)Nc1ccc(-c2nc3ccc(C)cc3s2)cc1 | 4 | 10 | -2 | -10 | -1 | 1 | -1 | 2 | 13 | 3.3
COc1ccc(/C(C)=N/Nc2ccc(C(=O)O)cc2)cc1OC | -2 | 1 | 2 | -3 | -1 | 8 | 2 | -2 | -14 | 0.4
CC(=O)C12CC(C)=C(C)CC1CC1C3CCC4=CC(=O)CCC4(C)C3CCC12C (stereo unspecified) | -8 | -7 | 2 | 4 | 2 | -5 | -3 | -6 | -25 | -0.2
Cc1ccc(NC(=O)CN2C(=O)N/C(=C/c3ccccc3OCc3cccc(C(=O)O)c3)C2=O)cc1 | -36 | -5 | 10 | 3 | 0 | -4 | -1 | -5 | -9 | -0.1
O=C(CC[C@H]1O[C@@H](n2ccc(=O)[nH]c2=O)[C@H](O)[C@@H]1O)N[C@H](Cc1ccccc1)C(=O)NCC1CCCO1 (stereo partly specified) | 3 | -1 | -3 | 2 | 0 | 0 | -1 | 2 | -2 | 0.0
Nc1nc(NCCc2ccccc2)nc(NCCO)c1[N+](=O)[O-] | -5 | -2 | -3 | 0 | 2 | -3 | 1 | -3 | -1 | 0.0
CCC(=O)N(Cc1cc2cc(OC)ccc2[nH]c1=O)c1cccc(C)c1 | -5 | 4 | -3 | 0 | 2 | 3 | 0 | -2 | -11 | -0.2
CN(Cc1cccc(C(F)(F)F)c1)Cc1nc(-c2cnccn2)no1 | -4 | 5 | 2 | -4 | 7 | -3 | -3 | -1 | -16 | -0.4
CCOC(=O)CCCCCC(=O)Nc1ccc2c(c1)C(=O)N([C@H](C)CO)C[C@H](C)[C@@H](CN(C)S(C)(=O)=O)OCCCC[C@@H](C)O2 | 5 | 3 | -4 | 8 | -1 | 8 | 1 | -5 | 3 | 0.2
COc1ccc(CN2CCOCC2)cc1OC | 3 | 7 | -2 | 0 | 1 | -5 | -1 | 4 | 0 | 0.3
c1ccc(Cn2c(SCc3nc4ccccc4s3)nnc2-c2ccco2)cc1 | 0 | -1 | -1 | 1 | -1 | 3 | 0 | -5 | -5 | 0.5
NC1=NC2(CCCCC2)N(c2cccc(Cl)c2)C(N)=N1 | -6 | 4 | -4 | 0 | 5 | -6 | 7 | 7 | -6 | -0.2
CCCCSCCCNC(=O)c1ccc(CS(=O)(=O)c2ccc(OC)cc2)o1 | 5 | 3 | 5 | -4 | -2 | 2 | -3 | -3 | -1 | -0.1
Cc1nc(NC(=O)CSc2cc(C)c3ccccc3n2)c(Cl)cc1Cl | -3 | 3 | -1 | 6 | 0 | 3 | -1 | -3 | -1 | 0.1
Cc1ccc(C(=O)CCC(=O)Nc2cccnc2)cc1C | -3 | 5 | 2 | 0 | 0 | 7 | -1 | -4 | -5 | -0.3
CC(C)Cn1c(Br)nc2c1c(=O)n(CCC#N)c(=O)n2C | 1 | -3 | 2 | -4 | 4 | -3 | -3 | 2 | 3 | 1.0
COc1ccc(N(CC(=O)NC2CCCCC2)C(=O)c2ccc(C)s2)c(OC)c1 | -5 | -8 | 4 | 3 | 1 | 0 | -1 | 0 | -4 | -0.4

Four consecutive compounds already listed:
SMILES | SIAE primary | DDE Tn7 FP inh | LEDGF integ inh | DDE Tn6 FP inh | UHRF1 binding | TCR-CD3 inh | PRMT1 FP inh | MBD2 inh | TDP2 inh | proKLK7 act
Cc1nc(NC(=O)CSc2cc(C)c3ccccc3n2)c(Cl)cc1Cl | -3 | 3 | -1 | 6 | 0 | 3 | -1 | -3 | -1 | 0.1
Cc1ccc(C(=O)CCC(=O)Nc2cccnc2)cc1C | -3 | 5 | 2 | 0 | 0 | 7 | -1 | -4 | -5 | -0.3
CC(C)Cn1c(Br)nc2c1c(=O)n(CCC#N)c(=O)n2C | 1 | -3 | 2 | -4 | 4 | -3 | -3 | 2 | 3 | 1.0
COc1ccc(N(CC(=O)NC2CCCCC2)C(=O)c2ccc(C)s2)c(OC)c1 | -5 | -8 | 4 | 3 | 1 | 0 | -1 | 0 | -4 | -0.4

Next compounds.
SMILES | SIAE primary | DDE Tn7 FP inh | LEDGF integ inh | DDE Tn6 FP inh | UHRF1 binding | TCR-CD3 inh | PRMT1 FP inh | MBD2 inh | TDP2 inh | proKLK7 act
O=C(CCC(=O)OCC(=O)c1ccccc1)Nc1cccc2cccnc12 | 0 | -7 | 1 | 9 | 8 | -15 | 0 | 3 | -14 | 0.4
Cc1ccnc(NS(=O)(=O)c2ccc(NC(=O)c3oc4ccc(F)cc4c3C)cc2)n1 | -14 | -6 | 3 | -7 | 3 | 1 | 2 | 3 | -1 | 0.2
Cn1c(CNC(=O)C(Cc2ccccc2)NC(=O)c2cccc(F)c2)cc(=O)n(C)c1=O (stereo unspecified) | 6 | -6 | -4 | -4 | 1 | -6 | 3 | 1 | 13 | -0.3
CCCCNC(=O)C1(C)CCN1C(=O)c1cncc(Br)c1 (stereo unspecified) | -2 | 5 | -3 | -1 | 1 | -5 | 8 | -4 | 2 | -0.5
Cc1ccc(S(=O)(=O)Nc2ccc(-c3csc(-c4ccccc4)n3)cc2)cc1 | -103 | -4 | -6 | -12 | 7 | -5 | 1 | 3 | -20 | -1.4
CSc1ccccc1OCc1cc(C(=O)N(Cc2nccn2C)C(C)C)no1 | 1 | -2 | 4 | -3 | 6 | -6 | 0 | -1 | -1 | 0.3
O=c1c(-c2ccc(Br)cc2)[n+]([O-])c2ccccc2n1OCc1ccccc1 | 12 | 1 | 7 | -5 | 0 | -7 | -5 | -6 | -10 | -0.6
CNS(=O)(=O)c1cccc(C(=O)OCC(=O)NC(C)CCc2ccccc2)c1 (stereo unspecified) | -4 | -3 | 2 | 3 | 1 | -9 | -1 | 1 | -9 | 0.4
CCOC(=O)c1sc(NC(=O)c2cc3ccccc3o2)nc1C | -6 | 1 | 2 | 0 | 0 | -2 | 2 | 3 | -8 | 0.1
COc1ccc(C2CC(=O)n3nc(C45CC6CC(CC(C6)C4)C5)nc3S2)cc1OC (stereo unspecified) | 3 | 2 | -2 | 4 | 7 | -2 | 3 | 7 | -2 | -1.2
Cc1ccc(CNC(=O)c2[nH]c(C(F)(F)F)nc2-c2ccccc2)cc1 | 1 | 4 | 7 | -1 | 0 | -4 | -2 | -7 | -8 | 0.0
Cc1ccc(-c2noc(CCC(=O)NCCN3CCOCC3)n2)cc1 | -2 | -2 | 0 | -4 | 1 | -3 | 0 | -1 | -4 | 0.2
O=C(Nc1ccc(C(O)(C(F)(F)F)C(F)(F)F)cc1)c1ccc(Cl)cc1 | -22 | 0 | -2 | -2 | -2 | / | 3 | -5 | 3 | /
COc1ccc(C2CC3(O)CC(C#N)(C(=O)N3)C2(C#N)C#N)cc1 (stereo unspecified) | -2 | 0 | -1 | -3 | -2 | -6 | -2 | 2 | 7 | -0.2
